RGS8-Gao reg – human RGS8-Galphao interaction regulation. P09471. multiplexed bead flow cytometry, RGS8-Galphao binding; actives lie on both sides. response (percent of control binding), % at 10 µM. actives 0.34% (n = 220,000). AID 1423; in the data active = response below about 60% or above about 140%; inactive = in between;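 note: Galphao activated as the GDP aluminium fluoride complex binding bead-coupled RGS8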
Target sequence (P09471 whole entry, looked up): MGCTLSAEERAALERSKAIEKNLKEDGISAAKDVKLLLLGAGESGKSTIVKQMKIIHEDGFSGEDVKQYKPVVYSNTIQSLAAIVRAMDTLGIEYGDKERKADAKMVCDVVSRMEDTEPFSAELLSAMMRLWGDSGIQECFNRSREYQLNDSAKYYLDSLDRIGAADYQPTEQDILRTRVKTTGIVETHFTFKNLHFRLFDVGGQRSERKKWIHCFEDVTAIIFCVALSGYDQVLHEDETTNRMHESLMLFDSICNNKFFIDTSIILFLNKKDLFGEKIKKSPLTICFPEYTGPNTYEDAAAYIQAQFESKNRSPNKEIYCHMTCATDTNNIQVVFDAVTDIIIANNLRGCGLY
Avidin bead fluor – compound fluoresces at 488/530 nm on avidin beads | fluorescence (KMESF) at 10 µM | compound fluorescence 488/530 nm, flow cytometry; stronger effect = higher value | actives 0.38% (n = 220,000) | AID 1775; in the data active = fluorescence above about 47; note: inactives centre near 10
ABCB1 inh – blocks JC-1 efflux by human ABCB1 transporter; CCRF-Adr cells, flow cytometry; inhibition, % at 6.6 µM; actives 0.067% (n = 190,000); AID 1326; in the data active = inhibition above about 40%;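 note: 0% = vehicle and 100% = reference inhibitor; higher value means more JC-1 retained so stronger ABCB1 efflux block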
GSH fluor – GSH bead compound fluorescence profile; fluorescence (KMESF) at 10 µM; actives 0.25% (n = 190,000); GSH beads flow cytometry, compound fluorescence 488/530 nm; stronger effect = higher value; in the data active = fluorescence above about 89;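 note: glutathione beads carrying GST-tagged Bcl family fusion proteins plus one bare bead set; values are compound well signal with DMSO vehicle wells as background; inactives centre near 16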
ABCG2 block – inhibitors of human ABCG2 transporter, ABCB1 counter-screen | Q9UNQ0 | IgMXP3 cells, JC-1 efflux, flow cytometry | inhibition, % at 6.6 µM | actives 0.1% (n = 190,000) | AID 1325;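 active = inhibition above 80%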;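 note: 0% = DMSO and 100% = nicardipine control wells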
Target sequence (Q9UNQ0 whole entry, looked up): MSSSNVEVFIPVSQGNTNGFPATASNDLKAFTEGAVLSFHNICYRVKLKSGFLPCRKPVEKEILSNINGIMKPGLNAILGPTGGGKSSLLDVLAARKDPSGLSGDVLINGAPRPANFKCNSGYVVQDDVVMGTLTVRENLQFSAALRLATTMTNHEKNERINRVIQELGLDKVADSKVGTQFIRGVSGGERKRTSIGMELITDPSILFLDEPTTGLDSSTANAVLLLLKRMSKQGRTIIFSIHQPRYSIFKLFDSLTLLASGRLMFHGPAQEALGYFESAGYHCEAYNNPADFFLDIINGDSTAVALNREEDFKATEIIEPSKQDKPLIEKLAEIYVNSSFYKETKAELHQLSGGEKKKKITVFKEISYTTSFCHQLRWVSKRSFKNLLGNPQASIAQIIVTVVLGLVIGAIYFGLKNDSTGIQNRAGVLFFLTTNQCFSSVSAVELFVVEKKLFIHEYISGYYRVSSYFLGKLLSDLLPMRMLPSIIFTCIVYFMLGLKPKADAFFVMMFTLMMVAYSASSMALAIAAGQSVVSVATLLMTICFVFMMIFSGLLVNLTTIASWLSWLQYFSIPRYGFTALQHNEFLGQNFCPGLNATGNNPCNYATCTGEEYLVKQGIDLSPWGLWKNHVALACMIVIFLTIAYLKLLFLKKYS
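test system = two drug-resistant human cell lines, ABCG2 and ABCB1 | amount = 3 million cells/mL final, two lines in 1:1 ratio | reagent = JC-1 transporter substrate | doses = one concentration, 6.6 µM final | incubation = 10 min at 25 °C | signal = flow cytometric JC-1 green MFI at 530 nm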
RGS7-Gao – human RGS7-Galphao interaction regulation; AID 1439; P09471; actives 0.35% (n = 220,000); Multiplexed bead flow cytometry, RGS7-Galphao binding; actives lie on both sides; binding response (% of control), % at 10 µM; in the data active = binding response below about 49% or above about 150%; inconclusive = no clear call, values can overlap the other calls; inactive = in between;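 note: fluorescent Galphao held in activated GDP-AlF4 state binding bead-coupled RGS7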
Pf gametocyte – kills late stage P. falciparum gametocytes | P. falciparum stage V gametocytes, ATP luminescence, 24 h | inhibition, % at 10.9 µM | actives 0.065% (n = 150,000) | AID 743093;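 active = inhibition above the mean plus 3 SD of compounds within the control limits, set per campaign, cut at about 38% in these data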;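 note: 0% = DMSO wells and 100% = medium only without gametocytes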
Mcl1 Bid PPI – Mcl-1/Bid interaction inhibition. Q07820. TR-FRET Mcl-1/Bid-Dy647 peptide binding, 1536-well. inhibition, % at 21.7 µM. actives 0.97% (n = 220,000);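 active = compounds that cut the binding signal by more than half at the single screening dose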;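 note: His-tagged Mcl-1 with europium anti-His antibody binding Bid BH3 peptide; 0% = Mcl-1 plus peptide wells and 100% = peptide-only wells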
Bim-Mcl-1 – human Bim-Mcl-1 interaction inhibition; Bead-based flow cytometry, Bim peptide-Mcl-1 binding; inhibition, % at 10 µM; actives 0.1% (n = 190,000); AID 1009; in the data active = inhibition above about 40%;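 note: 0% = no compound tracer wells and 100% = peptide blocker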
Mcl1-Noxa inh – disrupts binding of human Mcl-1 to Noxa peptide. Q07820. TR-FRET Mcl-1/Noxa peptide binding, 2 h. inhibition, % at 21.7 µM. actives 1.5% (n = 220,000). AID 1022;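 active = compounds that cut the protein-peptide binding signal by more than 50% relative to plate controls in a single-dose test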;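 note: His-tagged Mcl-1 with rhodamine Noxa BH3 peptide and terbium anti-His antibody; 0% = Mcl-1 plus Noxa peptide wells and 100% = peptide-only wells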
RGS4-Gao reg – human RGS4-Galphao interaction regulation | actives 0.33% (n = 220,000) | P09471 | binding response (% of control), % at 10 µM | Multiplexed bead flow cytometry, RGS4-Galphao binding; actives lie on both sides; in the data active = binding response below about 49% or above about 150%; inactive = in between;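 note: fluorescent Galphao activated with aluminum fluoride binding bead-coupled RGS4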
Numbers without * were called inactive; ? = inconclusive; nt = not tested or not shown. An unsorted share of the library. About 3.3% of those tested had a hit in this group.

Molecule,RGS8-Gao reg,Bim-Mcl-1,ABCB1 inh,Mcl1-Noxa inh,Mcl1 Bid PPI,RGS4-Gao reg,Pf gametocyte,Avidin bead fluor,GSH fluor,ABCG2 block,RGS7-Gao
O=C1CCCN1c1ncc(S(=O)(=O)c2ccc([N+](=O)[O-])cc2)s1,102,0,1.3,13,12,102,nt,11,15,16,?
CCOc1cc(CNCCO)ccc1OCC(=O)NC(C)(C)C,98,-2,0.8,7,-19,90,-17,9,16,1,104
CSc1nc(-c2ccco2)nn1S(=O)(=O)c1ccccc1,99,-1,-0.1,23,-6,101,nt,5,21,0,109
CNC(=S)N/N=C/c1cc(C)ccc1C,103,-2,0.0,16,-13,105,-18,9,16,11,?
O=C(Nc1cccc2ncccc12)C(Cl)(Cl)Cl,100,-4,0.5,11,-16,96,nt,6,25,2,101
O=C(c1ccccc1)c1cc(-c2ccccc2)on1,102,-6,0.0,2,-26,98,nt,16,35,11,98
CN(C(=O)c1cnccn1)c1nnc(-c2cnccn2)s1,101,0,0.4,7,-30,100,-10,16,63,3,101
O=C(Nc1nnc(SCc2ccccc2)s1)c1cc2c(s1)CCCC2,101,-8,-0.4,-13,-7,101,nt,10,25,4,100
O=C(Nc1ccc(Cl)cn1)c1cc(S(=O)(=O)N2CCCCC2)ccc1Cl,98,-2,0.1,-5,-7,102,nt,13,28,-1,104
Cc1ccc(OCC(=O)N2CCN(C3=NS(=O)(=O)c4ccccc43)CC2)cc1,101,-2,-0.1,nt,-17,101,9,12,38,3,101
COc1ccc(-c2nn(C)c3sc(C(=O)NCc4ccco4)cc23)cc1OC,97,2,0.9,19,23,92,nt,18,13,3,90
O=S(=O)(NCCc1ccncc1)c1ccc(Br)cc1,98,-5,0.5,1,-5,101,14,14,36,7,99
COc1ccc(N(CC(=O)NCc2ccco2)S(C)(=O)=O)cc1,98,1,0.5,1,-43,103,nt,21,10,2,99
O=C(CNC(=O)OCc1ccccc1)NCC(=O)N1CCCC1C(=O)OCc1ccccc1 (stereo not given),106,1,0.1,21,-3,105,nt,15,21,0,106
Cc1cc(OCc2nc(-c3cccs3)no2)cc(C)c1Cl,110,-2,-2.0,-1,-6,107,nt,9,21,-2,108

Other records follow.
Molecule,RGS8-Gao reg,Bim-Mcl-1,ABCB1 inh,Mcl1-Noxa inh,Mcl1 Bid PPI,RGS4-Gao reg,Pf gametocyte,Avidin bead fluor,GSH fluor,ABCG2 block,RGS7-Gao
CN(C)C(CNS(=O)(=O)c1ccc(Cl)cc1)c1cccnc1 (stereo not given),101,0,0.8,-3,-10,101,nt,7,26,1,100
CCn1c(SCC(=O)N2CCCC2)nnc1-c1ccc(N)cc1,101,nt,0.5,-7,-6,104,-1,8,39,0,109
CCCc1c(O)nc(SCC(=O)NCCc2ccc(OC)c(OC)c2)[nH]c1=O,103,0,-0.2,4,-26,101,0,8,66,0,107
CCN(CC)C(=O)c1ccccc1NC(=O)CN1C(=O)c2ccccc2C1=O,106,0,0.1,-11,-27,103,nt,10,16,-1,101
O=C(CN1CCN(Cc2ccccc2)CC1)N1CCCc2c1c(=O)oc1ccc(O)cc21,103,2,0.8,5,-8,98,12,11,23,3,100
COC(=O)c1cc(Br)c(=O)n(CCN(C(C)C)C(C)C)c1,100,-3,0.1,10,-2,105,nt,9,39,-1,103
O=C(NCc1ccccc1)C1CCCN1S(=O)(=O)c1cccc2cccnc12 (stereo not given),104,0,-1.8,10,2,105,nt,7,24,3,108
Cc1cc(N2CCN(C)CC2)nc2ccc(NC(=O)CCC(=O)NCCC(C)C)cc12,100,2,-0.5,4,-21,98,-13,5,10,0,101
CC(CCc1ccccc1)NC(=O)CCCCCNc1nc(=S)[nH]c2ccccc12 (stereo not given),101,-3,0.2,12,-44,102,nt,11,14,4,100
COc1cccc(-c2csc(N3CCN(Cc4ccccc4)CC3)n2)c1,109,-1,0.2,8,-65,102,25,nt,41,8,90
CCc1nc(Nc2ccccc2)c2oc3ccccc3c2n1,96,-6,1.3,32,39,98,3,12,31,12,97
Cc1cc2nc(-c3ccc(SCC(=O)N4CCc5ccccc54)nc3)[nH]c2cc1C,102,0,1.4,5,-4,101,nt,9,19,7,102
CNC(=O)/C=C1\NC(C)(C)Cc2ccccc21,100,-2,0.3,15,-15,102,nt,14,34,1,99
Nn1c(SCc2ccccc2F)nnc1-c1ccccn1,95,nt,nt,-5,-32,96,11,5,nt,nt,?
Cc1ccc(NC(=S)/N=C(\N)Nc2nc(C)c3cc(C)c(C)cc3n2)cc1C,98,-2,-1.2,-12,-21,98,0,20,11,-3,100

Later entries.
Molecule,RGS8-Gao reg,Bim-Mcl-1,ABCB1 inh,Mcl1-Noxa inh,Mcl1 Bid PPI,RGS4-Gao reg,Pf gametocyte,Avidin bead fluor,GSH fluor,ABCG2 block,RGS7-Gao
Cc1cc(=O)oc2cc(OCc3nnc(-c4ccccc4Br)o3)ccc12,98,-1,0.0,-5,-4,98,1,49*,12,0,104
COC(=O)C(Cc1ccc(OC(=O)c2ccc(Cl)cc2)cc1)N1Cc2ccccc2C1=O (stereo not given),94,0,1.8,-2,-21,86,-1,11,10,8,88
O=C(O)C(c1ccccc1)C1(O)CCCCC1 (stereo not given),102,nt,nt,31,46,104,nt,7,nt,nt,?
CCOc1ccc(C2C(C(=O)C3CC3)N3C=C(C#N)C=CC3C2(C#N)C#N)cc1 (stereo not given),100,-3,0.1,35,18,99,nt,11,33,37,101
COc1ccc(N2CCN(CC(=O)Nc3cc(C)on3)CC2)cc1,100,0,-0.1,17,49,98,nt,7,56,0,98
CCC(C(=O)OC)n1c(-c2ccccc2)nc2ccccc2c1=O (stereo not given),108,-1,0.5,2,-16,105,-7,6,22,7,98
Cc1c[n+]([O-])n(-c2ccc(C(=O)O)cc2)n1,102,0,0.1,-14,7,102,21,8,11,1,97
COc1ccc(C(C[N+](=O)[O-])C2(c3ccc(OC)c(OC)c3)C(=O)c3ccccc3C2=O)cc1 (stereo not given),97,-1,12,12,-4,96,nt,3,7,41,100
O=c1[nH]c(Cc2ccccc2Cl)nc2ccccc12,101,-4,0.0,-10,-23,101,13,9,14,0,99
CC(=O)NC(NC(=S)Nc1ccccc1Br)C(Cl)(Cl)Cl (stereo not given),94,-1,0.1,15,-18,92,-16,10,15,1,100
O=c1c(Cl)c(NCCO)ncn1-c1ccccc1,93,27,0.1,15,0,98,10,19,11,0,98
CC1(C)CC(=O)c2cc(OCC(=O)NCCCN3CCN(c4ccc(F)cc4)CC3)ccc2O1,103,-5,2.6,-11,-50,105,2,11,29,7,105
O=C1CC(c2ccccc2)CC(O)=C1C=NCc1ccccc1Cl (stereo not given),102,-1,0.6,1,4,107,nt,12,33,3,103
CCOC(=O)Cc1cc(=O)n2[nH]c(C)cc2n1,100,2,nt,10,-29,102,nt,5,17,nt,99
O=c1c2ccccc2c(-c2ccc(O)cc2)nn1-c1cccc(C(F)(F)F)c1,101,-1,0.1,14,10,103,nt,14,18,9,98

Additional compounds follow.
Molecule,RGS8-Gao reg,Bim-Mcl-1,ABCB1 inh,Mcl1-Noxa inh,Mcl1 Bid PPI,RGS4-Gao reg,Pf gametocyte,Avidin bead fluor,GSH fluor,ABCG2 block,RGS7-Gao
O=C1C2C3C=CC(C2C(=O)N1c1cccc(O)c1)C1C2C(=O)N(c4cccc(O)c4)C(=O)C2C31 (stereo not given),99,-5,0.6,94*,-23,103,nt,10,14,10,99
COc1ccc(N2CCN(C(=O)c3cccc(N4C(=O)C5CC=CC(C)C5C4=O)c3)CC2)cc1 (stereo not given),105,0,0.1,-29,-121,102,nt,21,17,0,100
COC(CNC(=O)c1cc(C)nn1-c1ccccc1)OC,102,0,0.9,4,-10,102,nt,19,5,2,99
CCOC(=O)c1cnc2cc(C)nn2c1C,103,0,-0.2,9,-15,104,nt,8,8,0,105
CCCN1CCN(C(=S)Nc2ccc([N+](=O)[O-])cc2)CC1,99,-24,0.5,21,-20,102,2,10,10,9,103
CCCn1c(C2CC(=O)N(c3ccc(C)cc3)C2)nc2ccccc21 (stereo not given),100,0,0.4,-13,4,101,6,10,11,2,103
COC(=O)c1cn(C(=O)c2ccco2)c2ccccc12,102,3,0.4,5,1,102,nt,7,28,29,98
CCOC(=O)c1sc2nc(CC(=O)OC)nc(NCCN(CC)CC)c2c1C,99,2,0.6,9,-7,94,nt,17,14,1,97
O=C(NNc1nc2ccccc2s1)c1ccccc1F,104,-2,-0.1,-9,-25,102,nt,19,22,-1,104
CCOC(=O)N1CCC(N2C(=O)c3ccccc3C2Nc2cc(Cl)c(OC)cc2OC)CC1 (stereo not given),105,0,0.3,-8,-25,102,nt,6,13,1,100
CC1CCN(c2c(NCC3CCC(C(=O)NC4CCCCCC4)CC3)c(=O)c2=O)CC1 (stereo not given),100,nt,nt,36,-19,102,3,7,nt,nt,?
COc1cccc(NC(=O)COc2nc3ccccc3nc2C)c1,102,-7,0.2,-4,8,100,0,22,11,60,101
CCOc1ncccc1C(=O)Nc1ccc(OC)c(S(=O)(=O)N2CCCCC2)c1,100,0,2.7,1,-30,97,15,11,13,24,?
CC(C)[C@H](NC(=O)NCc1ccc(Cl)cc1)C(=O)O,101,2,0.1,12,2,97,30,8,30,1,98
COC(=O)c1c(NC(=O)C(C)(C)C)csc1C,101,nt,nt,12,-25,100,14,4,nt,nt,?

(next part)
Molecule,RGS8-Gao reg,Bim-Mcl-1,ABCB1 inh,Mcl1-Noxa inh,Mcl1 Bid PPI,RGS4-Gao reg,Pf gametocyte,Avidin bead fluor,GSH fluor,ABCG2 block,RGS7-Gao
Cc1nc2ccc(Br)cn2c(=O)c1Cl,101,-4,0.5,10,-4,103,nt,33,23,31,96
Cc1nn(-c2ccccc2)c2c1C(c1ccc([N+](=O)[O-])cc1)C(C#N)=C(N)O2 (stereo not given),100,nt,nt,-3,-7,99,nt,7,nt,nt,?
O=C(CSc1cccc2cccnc12)N/N=C/c1ccc(F)cc1,105,nt,nt,7,4,105,-12,4,nt,nt,?
COc1cccc(C(=O)N2CCN(Cc3cn[nH]c3-c3ccc(F)cc3F)CC2)c1,104,-4,-0.1,-6,-16,104,nt,1,14,4,106
Clc1cccc(N/N=C/c2ccncc2)c1,98,-2,-2.0,18,8,98,0,4,11,-2,99
COc1cc(NC(=O)c2cnn3c(C(F)F)cc(C4CC4)nc23)c(OC)cc1Cl,103,0,0.5,-10,-12,100,-9,11,18,7,99
Cc1ccnc(NC(=O)Nc2cccc(F)c2)n1,101,2,0.7,1,-28,104,-2,3,11,3,103
CCOC(=O)C(NC(=O)c1cccnc1)(Nc1cccc(C)n1)C(F)(F)F (stereo not given),102,-3,0.8,-1,-10,100,9,9,30,1,101
Cc1nc2ccccc2c(=O)n1NC(=O)Cc1ccc([N+](=O)[O-])cc1,102,-2,0.3,0,1,100,-19,6,11,2,101
O=S(=O)(CCc1nc2ccccc2[nH]1)c1ccc(Cl)cc1,100,-3,1.2,3,-12,101,11,5,10,6,106
Cc1cc(C(=O)OCC(=O)Nc2ccccc2)c(C)o1,103,3,-0.1,-14,-30,101,-18,8,14,5,95

Screening results deposited in PubChem by several laboratories.
